sEH activator = soluble epoxide hydrolase (human) activation | P34913 | 91,000 compounds, 0.04% hits | purified human sEH enzymatic activity, activator screen | activation, % at 2 µM; in the data active means activation above about 37%; further: values of inactives mirror those of a sister screen read the other way
Target sequence (P34913 whole entry, looked up): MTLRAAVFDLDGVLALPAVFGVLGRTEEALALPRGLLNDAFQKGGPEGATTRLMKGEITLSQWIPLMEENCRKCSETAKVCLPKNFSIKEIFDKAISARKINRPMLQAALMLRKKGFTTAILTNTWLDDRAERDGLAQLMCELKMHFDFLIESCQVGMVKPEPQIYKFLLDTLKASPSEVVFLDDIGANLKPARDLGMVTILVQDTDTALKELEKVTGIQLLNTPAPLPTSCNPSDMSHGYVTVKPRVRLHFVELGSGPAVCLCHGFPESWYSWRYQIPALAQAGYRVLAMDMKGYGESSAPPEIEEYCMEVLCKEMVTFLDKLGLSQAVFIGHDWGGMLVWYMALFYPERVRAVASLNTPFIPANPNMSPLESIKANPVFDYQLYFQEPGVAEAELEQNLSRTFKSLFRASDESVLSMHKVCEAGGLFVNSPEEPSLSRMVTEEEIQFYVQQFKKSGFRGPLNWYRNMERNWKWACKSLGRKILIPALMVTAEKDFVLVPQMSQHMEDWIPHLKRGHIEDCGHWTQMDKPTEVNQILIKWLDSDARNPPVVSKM
Smad3 inh = inhibitors of human Smad3 transcription factor binding. 88,000 compounds, 0.29% hits. TR-FRET Smad3/Dy647-FoxH1 peptide binding, europium anti-His. inhibition, % at 25 µM;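 active means compounds that reduce the energy-transfer binding signal between the protein and its labelled peptide by more than half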;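 further: 0% = Smad3 plus labelled peptide maximal FRET and 100% = peptide-only background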
Starred values were filed as active, the others as inactive; . = no result given. Not all compounds are listed (hit frequency here may not be typical).

1) O=C(c1ccc(Oc2ccc(C(F)(F)F)cn2)cc1)N1CCN(c2ccccc2)CC1
2) CCCOc1ccc(/C=C/C(=O)Nc2ccc([N+](=O)[O-])cc2C)cc1OC
3) COc1ccccc1NS(=O)(=O)c1ccc2c(c1)n(C)c(=O)n2C
4) C=CCNC(=O)c1ccccc1NC(=O)c1ccc(Cl)c(S(=O)(=O)Nc2cc(C)ccc2C)c1
5) c1ccc(-c2nnc3sc(CN4CCc5ccccc54)cn23)cc1
6) Cc1ccc(S(=O)(=O)n2ccc(-c3ccc(OCc4c(F)cccc4Cl)cc3)n2)cc1
7) Cc1nc2cc(Nc3nnc(-c4ccccc4)c4ccccc34)ccc2n1C
8) Cc1ccc(-c2noc(/C=C/c3ccccc3)n2)cc1
9) CCOC(=O)c1nn(-c2ccccc2C)c2nc(-c3ccc(C)cc3)c(C#N)c(=O)n12
10) Cn1cccc1/C=N/n1c(-c2ccc(C(C)(C)C)cc2)n[nH]c1=S

Compound,1,2,3,4,5,6,7,8,9,10
Smad3 inh,.,.,.,.,.,.,.,.,.,.
sEH activator,8,-8,1,0,-3,13,13,0,-10,0

Rewritten with bars between the fields: five of the compounds above.
cpd | compound | Smad3 inh | sEH activator
7 | Cc1nc2cc(Nc3nnc(-c4ccccc4)c4ccccc34)ccc2n1C | . | 13
10 | Cn1cccc1/C=N/n1c(-c2ccc(C(C)(C)C)cc2)n[nH]c1=S | . | 0
9 | CCOC(=O)c1nn(-c2ccccc2C)c2nc(-c3ccc(C)cc3)c(C#N)c(=O)n12 | . | -10
2 | CCCOc1ccc(/C=C/C(=O)Nc2ccc([N+](=O)[O-])cc2C)cc1OC | . | -8
6 | Cc1ccc(S(=O)(=O)n2ccc(-c3ccc(OCc4c(F)cccc4Cl)cc3)n2)cc1 | . | 13

More results follow:
11) O=C(Nc1cccc(Cl)c1)ON=C1c2ccccc2-c2ccccc21
12) C=C(C)Cn1c(CCCNC(=O)C(C)(C)C)nc2ccccc21
13) CCc1ccc(C(C)NC(=O)c2ccc(F)cc2)cc1 (configuration not stated)
14) O=C(Nc1ccc(NC(=O)c2ccc(S(=O)(=O)c3ccccc3)cc2)cc1)c1ccccc1
15) C=CCNC(=O)c1onc(CSc2cccc(OC)c2)c1C(=O)O
16) CCC(C)NCC(=O)Nc1sc2c(c1C(N)=O)CCC2 (configuration not stated)
17) CSCCC(NC(N)=O)C(=O)NCc1ccc(Cl)cc1 (configuration not stated)
18) O=C(COC(=O)[C@@H]1CCCN1C(=O)c1cccs1)NCCc1ccccc1
19) CCCOc1cccc(C(=O)NC(=S)Nc2cccc(C(F)(F)F)c2)c1
20) Cc1cc(C)c(C#N)c(SCc2nc3ccccc3[nH]2)n1
21) Cc1cc2cc(C)c3nnc(SCC(=O)NCc4ccc5c(c4)OCO5)n3c2cc1C
22) O/C(=C\Sc1nnc(Cc2ccccc2)o1)c1ccc(F)cc1
23) Nc1ccc(Cc2ccc(N)c(C(=O)O)c2)cc1C(=O)O

Compound,11,12,13,14,15,16,17,18,19,20,21,22,23
Smad3 inh,.,.,.,.,.,.,.,.,.,.,.,.,8
sEH activator,-9,-7,10,6,-6,-4,9,-2,1,-4,-4,6,2

Screens deposited in PubChem BioAssay by several laboratories.
